# LGR2 antag – Drosophila LGR2 receptor signaling inhibition; HEK293 LGR2, CRE-luciferase, bursicon-stimulated, 4 h; inhibition, % at 9.99 µM; 0.35% of 380,000 active; AID 720647;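 active = drop in luminescence signal, shown as inhibition above about 50% in the replicate tests, limit read from the data, passing the limit was not always enough; inconclusive = probably only some replicates passing the limit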;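 also: agonist challenge used bursicon conditioned medium at about half maximal strength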
# ARNT-TACC3 inh – disrupts binding between human ARNT and TACC3. AlphaScreen His-ARNT PAS-B/GST-TACC3 binding, luminescence; TACC3 fragment carries E629A point mutation. inhibition, % at 9.99 µM. 0.66% of 390,000 active;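 active = mean inhibition of replicates at least 50% and at least half of replicates each reaching 50%; inconclusive = half or more replicates reach 50% but mean below 50%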;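 also: 0% = complete ARNT plus TACC3 wells and 100% = ARNT alone without TACC3; many hits fall short of the cut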
# EWS-Fli block – EWS/Fli transcriptional activity inhibition; 0.67% of 350,000 active; A673 NR0B1-luciferase reporter, viability-normalised; inhibition, % at 12.6 µM; AID 651661;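 active = mean inhibition of at least 50% after viability correction, with every replicate also passing that limit; inconclusive = mean reaches 50% but only one of two replicates passes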;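 also: firefly luciferase signal divided by Alamar Blue viability fluorescence both relative to DMSO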
# SIRT5 block – sirtuin-5 (human) deacylase inhibition; AID 652115; Purified SirT5, succinyl-peptide AMC, trypsin-coupled fluorescence; inhibition, % at 15 µM; Q9NXA8; 1.1% of 330,000 active; in the data active = inhibition above about 15%; inconclusive = no clear call, values can overlap the other calls
# Target sequence (Q9NXA8 whole entry, looked up): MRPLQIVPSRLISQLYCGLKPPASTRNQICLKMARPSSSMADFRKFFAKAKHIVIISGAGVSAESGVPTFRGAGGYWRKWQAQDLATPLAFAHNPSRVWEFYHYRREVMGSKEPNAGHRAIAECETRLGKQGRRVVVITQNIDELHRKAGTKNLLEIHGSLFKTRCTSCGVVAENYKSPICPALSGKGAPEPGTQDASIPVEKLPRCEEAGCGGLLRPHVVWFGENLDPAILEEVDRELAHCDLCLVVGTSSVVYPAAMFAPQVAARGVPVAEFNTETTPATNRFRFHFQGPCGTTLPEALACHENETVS
# DENV2 CPE – DENV2-induced cell death inhibition; 1.7% of 350,000 active; AID 651640; CPE inhibition, % at 9.99 µM; DENV2-infected cells, cytopathic effect rescue, plate reader; in the data active = CPE inhibition above about 20%, passing the limit was not always enough; inconclusive = no clear call, values can overlap the other calls; tested in BHK-21 cells;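 also: 0% = median of neutral control wells and 100% = median of positive control wells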
# Casp6 inh – caspase-6 (human) enzyme inhibition; P55212; purified caspase-6, Z-VEID-R110 cleavage fluorescence; inhibition, % at 12.5 µM; 0.53% of 350,000 active; AID 686996;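 active = mean inhibition across replicates at least about 35%, with every replicate also reaching that limit, limit read from the data; inconclusive = only one of the two criteria met; inactive = neither criterion met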;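 also: 0% = median of neutral control wells and 100% = no fluorescence left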
# Target sequence (P55212 24-179 limits assumed): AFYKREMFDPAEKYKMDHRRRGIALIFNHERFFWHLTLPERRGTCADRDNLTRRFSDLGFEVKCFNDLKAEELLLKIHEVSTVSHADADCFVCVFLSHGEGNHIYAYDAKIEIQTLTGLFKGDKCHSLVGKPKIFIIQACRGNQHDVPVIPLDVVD
# Target sequence (P55212 194-293 limits assumed): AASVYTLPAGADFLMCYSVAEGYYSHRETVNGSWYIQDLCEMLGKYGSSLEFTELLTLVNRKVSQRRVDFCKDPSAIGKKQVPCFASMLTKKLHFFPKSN
# PAX8 reporter – PAX8 transcriptional activity inhibition. 1.2% of 360,000 active. inhibition, % at 12.6 µM. RMG-I TPO-luciferase reporter, SteadyGlo, 24 h;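 active = mean replicate inhibition at least 60% with every replicate also reaching 60%; inconclusive = only one of the two criteria is met; inactive = mean below 60% and not all replicates reaching 60%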;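 also: luciferase light reporting Pax8 driven TPO promoter activity; plate controls were median of neutral control wells for no effect and mitoxantrone controls for full effect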
# * marks the source's active call; other numbers are inactive results; ? = inconclusive; · = no result given; & = joins results of further samples; ! = a repeat was not active. Random draw from the library; 4.9% or so of the library scored in one or more.
SMILES,LGR2 antag,ARNT-TACC3 inh,EWS-Fli block,SIRT5 block,DENV2 CPE,Casp6 inh,PAX8 reporter
COC(=O)C[C@@H]1CC[C@H]2[C@@H](COC[C@@H](O)CN2CCC(F)(F)F)O1,0,-2,0,·,5,·,-18
Cc1cnc(NC(=O)CSC(=S)N2CCOCC2)s1,22,-8,-1,8,2,-4,0
NS(=O)(=O)c1cc(C(=O)N=Nc2c(O)[nH]c3ccccc23)ccc1Cl,-27,5,-30,-2,-1,1,-32
COCCCOc1ccnc(CS(=O)c2nc3ccccc3[nH]2)c1C (stereo not given),·,-3,-50,-3,8,6,-44
O=C(NC1CCCC1)N1CC(=O)N2[C@H](CO)[C@H](c3ccc(C4=CCCCC4)cc3)[C@@H]2C1,3,·,-4,2,-5,1,16
O=c1[nH]c(=S)[nH]c(O)c1/C=C1\C=Nc2ccccc21,31,-16,·,-3,·,3,·
O=C(Cn1nnc(-c2ccccc2F)n1)NCc1ccco1,11,-2,3,-4,0,-5,2
COc1cc(/C=N/NC(=O)COc2ccc(C)cc2)ccc1OC(=O)c1cccs1,-28,21,6,0,7,-1,-7
Cc1ccc(S(=O)(=O)N(C)C)cc1NC(=O)C(C)OC(=O)C1CCCC1 (stereo not given),0,1,-8,5,-3,2,2
CCN(C(=O)COC(=O)COc1ccccc1Cl)c1c(N)n(Cc2ccccc2)c(=O)[nH]c1=O,-3,-1,6,2,?,2,-18
O=C(CN1CCN(Cc2ccccc2)CC1)Nc1cccc(Br)c1,7,-4,6,-6,4,3,11
CN(C)C(=O)C[C@@H]1CC[C@@H]2[C@@H](COc3ccc(NC(=O)c4ccc(F)c(F)c4)cc3C(=O)N2C)O1,-11,-14,-7,6,-8,0,-1
Cc1ccccc1NC(=O)C1Cc2ccccc2CN1C(=O)c1ccco1 (stereo not given),-34,-11,-101,1,4,6,-79
COc1cccc(-c2cnc3c(NC=O)cc(-c4ccc(N(C)C)cc4)cn23)c1,-5,·,33,·,?,1,7
CCOC(=O)N1CCN(C(=O)c2ccc(C#CC3(O)CCCCC3)cc2)CC1,·,-2,·,0,·,0,·
Cc1cc(-c2cc(NC(=O)Cc3c[nH]c4ccccc34)ccc2Nc2cccnc2)ccc1F,30,·,29,·,-13,2,34
COc1cccc(NC(=O)N(C)C[C@@H]2Oc3cc(/C=C/c4ccccc4)ccc3S(=O)(=O)N([C@@H](C)CO)C[C@H]2C)c1,39,-2,9,102*,2,1,·
Cc1nn(C)cc1NC(=O)C[C@@H]1CC[C@@H]2[C@@H](COc3ccc(NC(=O)NC(C)C)cc3C(=O)N2C)O1,16,-5,-3,-7,1,1,-4
Cc1ccc(C)c(N2CCN(C(=O)c3cc(S(=O)(=O)N4CCCC4)cn3C)CC2)c1,11,1,9,-5,-5,4,8
COc1cccc(S(=O)(=O)N2C[C@@H]3N[C@H](C2)C3c2ccc(-c3ccccc3C)cc2)c1 (stereo not given in full),8&-1,·,-8&6,13&-1,4&5,37*!,2&51
CCOC(=O)C1(CC2CC2)CCN(Cc2ccc3cccc(F)c3n2)CC1,2,·,10,-1,-5,6,-5
CCOC(=O)c1cccc(NC(=O)/C=C/c2ccc3c(c2)OCO3)c1,-67,1,·,·,·,·,-41
COc1ccc(NC(=O)N(C)C[C@@H]2Oc3ccc(NS(=O)(=O)c4ccc(OC)cc4)cc3CC(=O)N([C@@H](C)CO)C[C@@H]2C)cc1,-3,-9,-4,0,3,0,-8
CCC(C)c1ccccc1N1CC(C(=O)NCCC2=CCCCC2)CC1=O (stereo not given),-8,·,-5,-3,15,-2,13
COc1ccc2c3c([nH]c2c1)[C@@H](CO)N(C(=O)c1cccc(F)c1)CC31CCN(C(=O)c2cccc(F)c2)CC1,-29,·,12,1,22*,2,-10

# Next part
SMILES,LGR2 antag,ARNT-TACC3 inh,EWS-Fli block,SIRT5 block,DENV2 CPE,Casp6 inh,PAX8 reporter
CCN(C[C@H]1N[C@@](C)(C(=O)OC)[C@H]2C(=O)N(Cc3ccccc3)C(=O)[C@@H]12)S(=O)(=O)c1ccc(C(C)(C)C)cc1,3,-4,2,-2,-11,5,3
COc1cccc(C(c2nnnn2CC2CCCO2)N2CCN(C(=O)c3ccco3)CC2)c1OC (stereo not given),1,31,-2,-6,3,0,2
Cc1ccc(C(=O)NCCC(=O)NCc2ccco2)cc1,5,-2,·,2,2,-3,-5
COCC(=O)Nc1ccc2c(c1)C(=O)N(C)C[C@@H](OC)[C@H](C)CN(Cc1ccncc1)[C@@H](C)CO2,-3,-8,2,6,-9,-1,-21
CCc1ccc(C(=O)COC(=O)CNC(=O)COc2ccccc2)cc1,0,2,9,5,19,10,-7
C[C@@H]1CN([C@H](C)CO)C(=O)Cc2cc(NC(=O)CCN3CCOCC3)ccc2O[C@@H]1CN(C)CC1CCCCC1,25,-8,22,-16,-2,2,·
Cc1ccc(S(=O)(=O)CC(CN2CCOCC2)N2CCOCC2)cc1 (stereo not given),4,-3,5,1,2,1,5
Cc1cc(C)c(NC(=O)c2cn3c4c(c(N5CCN(C)CC5)c(F)cc4c2=O)OCC3C)c(C)c1 (stereo not given),1,0,20,7,-15,-3,8
C[C@H](CO)N1C[C@H](C)[C@@H](CN(C)Cc2cccnc2)Oc2cc(C#CC3CCCC3)ccc2S1(=O)=O,-5,13,26,15*,13,-3,54
S=c1[nH]nc(-c2ccccc2)n1/N=C/c1ccc(Cl)cc1,3,8,9,-1,-4,4,28
CC1CC(C)CN(C(C)C(=O)Nc2cc(S(=O)(=O)N3CCCCC3)ccc2Cl)C1 (stereo not given),7,0,4,-4,1,-2,13
COc1cccc(NC(=S)N(CCc2c(C)[nH]c3ccccc23)Cc2cccs2)c1,5,5,7,-2,19,-1,13
COc1cccc(-c2c(C(=O)N/N=C/C3CC=CCC3)nnn2-c2nonc2N)c1 (stereo not given),4,·,5,0,-1,7,4
CCCCn1nc2cc(C(=O)NCc3ccco3)ccc2c1OCC,5,-1,-1,·,·,·,9
COc1ccc(CN(C)C[C@H]2OCCCC[C@H](C)Oc3ccc(NC(=O)Nc4ccc5c(c4)OCO5)cc3C(=O)N([C@@H](C)CO)C[C@@H]2C)cc1,-1,19,11,0,-3,-2,-49
C[C@H](CO)N1C[C@H](C)[C@H](CN(C)C(=O)C2CCC2)Oc2ncc(C#Cc3ccccc3F)cc2C1=O,14,3,-12,-8,5,1,-6
CCCOc1ccccc1/C=C(\C#N)C(=O)Nc1cccc(C)n1,3,-5,-12,-4,-2,0,-3
CCOc1ccc(/C=C2\SC(=S)N(CCC(=O)N(CCO)c3ccccc3)C2=O)cc1,4,4,33,-3,1,-1,16
O=C(N/N=C/c1cccc2ccccc12)c1cccnc1,-10,29,-9,2,12,2,-11
CCCNC(=O)N(C)C[C@@H]1Oc2cc(C#CCOC)ccc2S(=O)(=O)N([C@@H](C)CO)C[C@H]1C,-6,-6,2,·,-8,3,·
O=C(O)C(=O)/C(=C\c1ccc(Cl)cc1)c1ccc2ccccc2n1,-40,3,-42,3,0,-1,1
CCOc1ccccc1NC(=O)CN1C(=O)C(=O)N(Cc2ccco2)C1=O,2,-1,-12,-1,-1,·,27
C/C=C/c1ccc(C2[C@H]3CNC[C@@H]2N3C(=O)Nc2cccc(OC)c2)cc1 (stereo not given in full),-10&-15,·,22&-9,·,13&10,·,4&16
C[C@@H]1CN([C@H](C)CO)C(=O)c2cc(C3=CCCCC3)cnc2O[C@H]1CN(C)C(=O)Nc1ccccc1,13,-3,0,-1,10,2,·
CC(C)C(NC(=O)CN1C(=O)c2cccc3cccc1c23)C(C)C,5,24,-13,-5,-1,1,4

# Continued:
SMILES,LGR2 antag,ARNT-TACC3 inh,EWS-Fli block,SIRT5 block,DENV2 CPE,Casp6 inh,PAX8 reporter
CCCNc1nc(Cl)nc(NC(C)(C)C)n1,·,9,-8,-3,1,0,-17
CS(=O)(=O)c1ccccc1-c1csc(N2CCC(C(N)=O)CC2)n1,11,·,-119,3,·,1,-30
O=C(C[C@@H]1C[C@@H]2c3cc(NC(=O)NC4CCCCC4)ccc3O[C@@H]2[C@H](CO)O1)NCc1ccccn1,20,7,-9,-3,7,6,-5
CN(C)S(=O)(=O)c1cccc(NC(=O)COC(=O)c2cccn2C)c1,7,·,-8,-3,4,2,0
CCCCn1nnnc1C(c1ccccc1)N1CCN(c2ccccn2)CC1 (stereo not given),-4,·,-1,1,2,1,-3
CCCc1cn(CC[C@@H]2CC[C@@H](NC(=O)C3CC3)[C@@H](CO)O2)nn1,9,6,-8,3,4,-3,2
C[C@H](CO)N1C[C@H](C)[C@H](CN(C)C(=O)NC2CCCCC2)Oc2ncc(C#Cc3ccc(C(F)(F)F)cc3)cc2C1=O,·,19,14,5,7,2,·
CC(C)(C)C(=O)NC(=S)Nc1sc2c(c1C(N)=O)CCC2,-40,-4,-32,1,0,-2,-40
COc1cc(/C=C2/C(=O)NN(c3ccccc3)C2=O)cc(Br)c1O,23,1,-22,7,1,10,-5
Cc1nc2ccccc2nc1OCC(=O)N1CCN(c2ccccc2)CC1,·,-3,·,-5,·,-1,·
COc1ccc(CC(=O)Nc2cc(=O)n(C)c(=O)n2C)cc1,18,4,-3,·,5,-4,12
O=C(NCCCN1CCOCC1)c1ccc(S(=O)(=O)Nc2cccc(C(F)(F)F)c2)cc1,-1,-4,5,-5,3,-3,·
O=C(C1CCCN(S(=O)(=O)c2ccc(F)cc2)C1)N1CCCCCC1 (stereo not given),-1,-5,1,0,3,0,-4
CC(=O)c1c(C)nc(-c2ccccc2)nc1NC(=O)Cc1ccccc1,-5,-1,-14,·,-5,-3,-2
O=C(O)c1cccc2c1C(=O)c1ccc(N3CCCC3)cc1S2(=O)=O,15,-7,-3,0,-8,4,-1
Clc1ccc(CN2C3=NCCCN3c3ccccc32)cc1Cl,-17,-1,20,-4,2,-6,4
CCC(=O)Nc1ccc2c(c1)C(=O)N(C)C[C@@H](OC)[C@@H](C)CN(C(=O)C1CC1)[C@@H](C)CO2,8,-6,-4,-1,1,4,-12
CCC(=O)N(CC)c1nc(-c2cc(OC)ccc2OC)cs1,-5,-20,3,1,·,10,·
CCN(CC)CCCN(C(=O)Cn1nnc(-c2ccc(OC)c(OC)c2)n1)C(C(=O)NC(C)(C)C)c1ccc(F)cc1 (stereo not given),-16,-7,8,-4,·,-18,-7
Cn1c(=O)c2c(SCC(=O)N3CCOCC3)nc(-c3ccccc3Cl)nc2n(C)c1=O,1,3,·,-4,-6,0,4
CNC[C@@H]1Oc2ccc(NC(=O)CCC(F)(F)F)cc2CC(=O)N([C@H](C)CO)C[C@@H]1C,0,1,0,-2,3,0,12
CN(CC(=O)Nc1ccc(N2CCOCC2)cc1)C(=O)c1ccc(CS(C)(=O)=O)cc1,-7,-4,13,-3,12,1,-13
COc1ccc2c(c1)c1ccc3c(c1n2C)C(=O)C=CC3=O,-2,7,60*,0,-1,·,11
COC(=O)CCCCCNC(=S)Nc1ccc2[nH]c(=O)[nH]c2c1,7,-29,7,-4,4,1,10
Cc1cc(C)c(NC(=O)CNC(=O)CNC(=O)C2CCCCC2)c(C)c1,3,4,-35,-11,-7,0,4
Cc1ccc(NC(=O)CN(C)CC(=O)NC2CCCc3ccccc32)cc1 (stereo not given),-1,10,16,-2,4,1,-1

# Profiles as entered above.
# Listed for COc1cc(/C=C2/C(=O)NN(c3ccccc3)C2=O)cc(Br)c1O = LGR2 antag: 23; ARNT-TACC3 inh: 1; EWS-Fli block: -22; SIRT5 block: 7; DENV2 CPE: 1; Casp6 inh: 10; PAX8 reporter: -5
# Listed for C[C@H](CO)N1C[C@H](C)[C@H](CN(C)C(=O)NC2CCCCC2)Oc2ncc(C#Cc3ccc(C(F)(F)F)cc3)cc2C1=O = LGR2 antag: ·; ARNT-TACC3 inh: 19; EWS-Fli block: 14; SIRT5 block: 5; DENV2 CPE: 7; Casp6 inh: 2; PAX8 reporter: ·
# Listed for Cc1nc2ccccc2nc1OCC(=O)N1CCN(c2ccccc2)CC1 = LGR2 antag: ·; ARNT-TACC3 inh: -3; EWS-Fli block: ·; SIRT5 block: -5; DENV2 CPE: ·; Casp6 inh: -1; PAX8 reporter: ·

# Assay outcomes from PubChem.
